Bioassay records: PubChem BioAssay, several laboratories
APP 5UTR inh: APP translation inhibition | SH-SY5Y APP 5'UTR-luciferase reporter, luminescence | inhibition, % at 2 µM | 190,000 compounds, 0.82% hits | AID 1285;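 active = inhibition above a set limit, derived from the sample mean plus 3 SD, cut at about 45% in these data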; also: values of inactives mirror those of a sister screen read the other way
bIAP inhibitor: blocks bovine intestinal alkaline phosphatase activity; purified bovine IAP, CDP-star luminescence, 30 min; inhibition, % at 20 µM; 190,000 tested, under 10 active;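 active = over 50% inhibition of intestinal alkaline phosphatase at 20 µM in the single-dose screen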
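Assay system: bovine IAP enzyme; medium: DEA buffer 100 mM, pH 9.8, with MgCl2 1.0 mM, ZnCl2 0.02 mM; doses: 20 µM single dose; incubation: enzyme reaction for 30 min at room temperature; detection: CDP-star luminescence signal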
FLuc inh counter: counter-screen for luciferase assay inhibitors: firefly luciferase inhibition; P08659; ATPLite firefly luciferase biochemical luminescence, 10 min; inhibition, % at 10 µM; 200,000 compounds, 1.5% hits;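 active = inhibition above about 50% when tested at 10 µM, limit read from the data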
Target sequence (P08659 whole entry, looked up): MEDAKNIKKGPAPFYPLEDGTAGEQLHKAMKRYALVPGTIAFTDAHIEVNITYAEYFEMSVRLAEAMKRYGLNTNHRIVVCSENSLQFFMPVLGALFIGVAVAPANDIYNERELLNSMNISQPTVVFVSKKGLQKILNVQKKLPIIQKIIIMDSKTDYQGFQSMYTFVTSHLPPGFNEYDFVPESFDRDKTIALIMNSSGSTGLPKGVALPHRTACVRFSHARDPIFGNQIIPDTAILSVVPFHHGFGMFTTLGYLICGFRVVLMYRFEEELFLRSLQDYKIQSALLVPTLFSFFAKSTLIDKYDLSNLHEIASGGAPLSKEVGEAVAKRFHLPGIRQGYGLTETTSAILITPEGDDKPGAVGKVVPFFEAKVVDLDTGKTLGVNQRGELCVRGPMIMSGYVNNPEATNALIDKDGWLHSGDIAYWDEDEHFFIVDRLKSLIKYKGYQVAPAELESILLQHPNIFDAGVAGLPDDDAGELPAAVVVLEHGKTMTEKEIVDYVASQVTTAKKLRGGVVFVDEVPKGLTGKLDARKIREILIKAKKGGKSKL
TNAP inh hiacc: blocks human TNAP under high phosphate acceptor concentration | P05186 | purified TNAP, CDP-star luminescence, 1 M DEA | inhibition, % at 20 µM | 200,000 compounds, 0.03% hits | AID 1135;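 active = over 50% inhibition of tissue-nonspecific alkaline phosphatase at 20 µM in the single-dose screen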;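 also: plate controls were DMSO wells for no effect and EDTA-quenched wells as full inhibition for full effect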
FLuc stim CS: firefly luciferase counter-screen for stimulation assays; ATPlite luciferase biochemical, luminescence, 10 min; 0 = ATP-free wells, 1 = DMSO control; AID 1027; 200,000 tested, under 10 active; activation factor at 10 µM; P08659;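 active = luciferase activation factor, scaled between plate controls, of at least 2 with compound at 10 µM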
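Assay system: Luciferase/luciferin detection reagent, cell-free biochemical luciferase assay / Read-out: luciferase activation / Benchmarks: No-ATP low control, compound-free enzyme-plus-ATP high control / Medium: PBS buffer for ATP / Detection: luminescence measurement of luciferase light output / Schedule: 10 min at ambient temperature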
Lmaj promast: inhibitors of Leishmania major promastigote growth; Leishmania major promastigotes, resazurin fluorescence viability; inhibition, % at 10 µM; 200,000 compounds, 9% hits; AID 1063; in the data active = inhibition above about 50%;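 also: promastigotes grown with compound for 44 hours at 28 °C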
bIAP activator: increases bovine intestinal alkaline phosphatase activity. 200,000 compounds, 0.17% hits. purified bovine IAP, CDP-star luminescence, 30 min; hits give high values; fold of DMSO-control signal, blank-subtracted. activation factor at 20 µM;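 active = activation factor of 2 or more at 20 µM, a signal rise over negative controls twice the positive control's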
TNAP act hi DEA: increases human TNAP activity under high phosphate acceptor concentration. 200,000 tested, under 10 active. activation factor at 20 µM. purified TNAP, CDP-star luminescence, 1 M DEA, 30 min; hits give high values; 0 = EDTA background, 1 = DMSO-only activity. AID 1136. P05186;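 active = activation factor at least 2 at 20 µM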
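Test system – human TNAP · Doses – 20 µM single point · Incubation – 30 min, room temperature · Signal – luminescent substrate turnover signal · Read-out basis – activation factor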
RAM network inh: blocks the yeast RAM network; S. cerevisiae dse1pr::URA3 reporter, 5-FOA growth OD615, 2 d; analog-sensitive cbk1-as2 kinase mutant strain; inhibition, % at 50 µM; 190,000 compounds, 1.8% hits;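 active = inhibition above a set limit, 3 SD over mean compound inhibition, cut at about 8.4% in these data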;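 also: 0% = DMSO-only wells with no growth and 100% = 10 µM 1-NA-PP1 full growth; inhibition rescues growth on 5-FOA so higher OD means more RAM inhibition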
TNAP inh noacc: blocks human TNAP activity with no phosphate acceptor present; P05186; inhibition, % at 20 µM; purified TNAP, CDP-star luminescence, 30 min; 200,000 compounds, 0.26% hits;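 active = tissue-nonspecific alkaline phosphatase inhibition above about 50% at 20 µM in the single-dose screen, limit read from the data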;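 also: 0% = DMSO negative control and 100% = EDTA positive control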
* hit, by the source's call; / = not tested or not shown.

Start of the data: the first five entries (preview)
SMILES	APP 5UTR inh	bIAP inhibitor	FLuc inh counter	TNAP inh hiacc	FLuc stim CS	Lmaj promast	bIAP activator	TNAP act hi DEA	RAM network inh	TNAP inh noacc
Cc1ccc(C(=O)O/N=C(\N)c2ccc(Br)cc2)cc1C	4	22	9	-6	0.9	20	0.8	1.1	4.6	-3
COc1cc(/C=C2\CC/C(=C\c3cc(OC)c(OC)c(OC)c3)C2=O)cc(OC)c1OC	-43	10	-6	0	1.1	96*	0.9	1	6.6	2
O=C(NCc1ccc2c(c1)OCO2)C12CC3CC(CC(C3)C1)C2	0	27	-4	-7	1	0	0.7	1.1	2.5	-9
Cc1c(CNCCC2=CCCCC2)c(C(=O)O)c(C)n1Cc1ccccc1	2	12	-3	0	1	0	0.9	1	0.6	3
COc1cccc(CN(C)CC(=O)Nc2cc3oc4ccccc4c3cc2OC)c1	7	-2	2	-2	1	9	1	1	3.6	-13

Main list (from the top)
SMILES	APP 5UTR inh	bIAP inhibitor	FLuc inh counter	TNAP inh hiacc	FLuc stim CS	Lmaj promast	bIAP activator	TNAP act hi DEA	RAM network inh	TNAP inh noacc
Cc1ccc(C(=O)O/N=C(\N)c2ccc(Br)cc2)cc1C	4	22	9	-6	0.9	20	0.8	1.1	4.6	-3
COc1cc(/C=C2\CC/C(=C\c3cc(OC)c(OC)c(OC)c3)C2=O)cc(OC)c1OC	-43	10	-6	0	1.1	96*	0.9	1	6.6	2
O=C(NCc1ccc2c(c1)OCO2)C12CC3CC(CC(C3)C1)C2	0	27	-4	-7	1	0	0.7	1.1	2.5	-9
Cc1c(CNCCC2=CCCCC2)c(C(=O)O)c(C)n1Cc1ccccc1	2	12	-3	0	1	0	0.9	1	0.6	3
COc1cccc(CN(C)CC(=O)Nc2cc3oc4ccccc4c3cc2OC)c1	7	-2	2	-2	1	9	1	1	3.6	-13
CN(C)C(=O)c1c(-c2ccccc2)oc2ccc(O)cc12	-14	3	-8	-5	1.1	-6	1	1	0.4	1
CC(C)(C)NC(=S)NC(=O)C12CC3CCC(CC(C3)C1)C2	-17	14	0	-1	1	7	0.9	1	4.6	-6
Cc1cccc(NC2=NCC(=O)N2Cc2cccs2)c1	9	-12	-6	-2	1.1	1	1.1	1	0.5	-7
O=C(c1ccco1)N1CCN(C(c2ccc(Cl)cc2)c2nnnn2Cc2ccccc2)CC1 (stereo not given)	12	0	-4	1	1	85*	1	1	0.1	-3
Cc1cccc(C)c1N=C1NN=C(c2ccccc2F)CS1	-33	21	-2	5	1	-1	0.8	0.9	0.6	1
COCCn1nnnc1C(c1ccccc1OC)N1CCN(c2ccccc2)CC1 (stereo not given)	7	17	-8	-2	1.1	1	0.8	1	-0.3	-16
COc1cccc(/C=N/NC(=O)c2cc(-c3cccn3C)n[nH]2)c1	2	-17	-2	7	1	-3	1.2	0.9	-0.1	94*
COc1ccc(C(=O)NCC(=O)O)cc1	3	5	-7	-4	1.1	-5	0.9	1	2.8	-12
CCOc1ncccc1C(=O)OCC(=O)NCCc1ccccc1	-14	12	-7	-8	1.1	5	0.9	1.1	0.3	-6
O=S(=O)(c1ccc(F)cc1)N1CCCC(CO)C1 (stereo not given)	2	3	-4	-3	1	-7	1	1	0.4	-7
N#Cc1ccc(OCC(=O)Nc2ccccc2NS(=O)(=O)c2cccs2)cc1	13	5	0	0	1	63*	0.9	1	1.2	-7
CCCSC1=C(C#N)C(c2cccs2)C(C(=O)Nc2ccccc2)=C(C)N1 (stereo not given)	6	-18	1	4	1	89*	1.2	1	3.1	2
COC(=O)c1oc2ccccc2c1N	-27	10	8	-5	0.9	-5	0.9	1.1	1.7	-17
COc1ccc(NC(=O)/C(C#N)=C\c2ccc(OCc3ccc(C(=O)O)cc3)c(OC)c2)cc1	1	-7	-2	-3	1	1	1.1	1	1.6	-23
CCOC(=O)CCC(=O)NCc1ccc2c(c1)cc(C)n2C	-4	4	6	4	0.9	-3	1	1	0.1	-4
Clc1ccc(NCc2nncn2-c2ccccc2)cc1	2	11	-9	0	1.1	-6	0.9	1	1.8	-10
Cc1c(C(=O)NCC(C)C)sc2nc(-c3ccc(F)cc3)cn12	-56	14	-5	-6	1.1	-3	0.9	1.1	0.3	-17
COc1cccc(C(=O)Oc2cc(C)[nH]c(=O)c2[N+](=O)[O-])c1	9	5	-4	-4	1	6	0.9	1	1.2	-16
COc1ccc(OC)c(S(=O)(=O)N2CCC(C(=O)NCc3ccccc3)CC2)c1	-12	-8	1	-5	1	-2	1.1	1	-0.1	-11
C=CCNc1cnn(-c2ccccc2)c(=O)c1Cl	-22	-12	-4	-4	1	-10	1.1	1	0.5	-11
COc1ccccc1-c1nnc(SCC(=O)N2CCOCC2)o1	-25	13	-7	-5	1.1	-10	0.9	1.1	0.7	-7
CCC(=O)N(C)CCc1cc2c(c(OC)c1/C=N/NC(=O)c1ccc(Br)cc1)OCO2	-5	0	-2	-1	1	-6	1	1	2.0	-14
O=C(Nc1ccc(CN2CCCCC2)cc1)c1ccc2c(c1)OCO2	-31	9	0	0	1	4	0.9	1	0.6	4
O=C1c2ccccc2C(=O)N1CCCCN(C(=O)c1ccc(Cl)s1)c1ccc(Cl)cc1	-19	-5	-8	-2	1.1	3	1	1	12*	3
CCC(=O)NC(NC(=S)Nc1ccc(S(N)(=O)=O)cc1)C(Cl)(Cl)Cl (stereo not given)	-14	10	-3	3	1	-7	0.9	1	0.4	43
C=C(Br)Cn1c(CCCC)nc2ccccc21	5	4	-4	1	1	16	1	1	0.7	-5
O=C(NCc1ccc(F)cc1)C(c1ccccc1)N(CC1CCCO1)C(=O)Cn1nnc2ccccc21 (stereo not given)	11	41	-4	-3	1	4	0.6	1	5.1	-7
Cc1cc(=O)[nH]c2c1c(C)nn2C1CCCC1	-12	7	-6	-1	1.1	-1	0.9	1	0.7	-8
CCOC(=O)N1CCN(c2ccc([N+](=O)[O-])cc2)CC1	12	3	-3	11	1	-8	1	0.9	2.9	9
O=c1n(Cc2ccccc2F)c2ccccc2n1Cc1ccccc1F	-5	8	-4	-1	1	10	0.9	1	8.2	-4
CC(C)Oc1ccc(CCN=C(N)N=C(N)N)cc1Cl	-12	-11	-9	-6	1.1	81*	1.1	1.1	-0.2	-3
CC(C)(C)N(Cc1ccccc1)C(=O)COC(=O)c1cccc([N+](=O)[O-])c1	11	-10	-6	-4	1.1	8	1.1	1	1.2	-9
Cc1ccccc1Cn1c(CN2CCN(c3ccc(F)cc3)CC2)nc2c1c(=O)n(C)c(=O)n2C	-23	4	-3	3	1	10	1	1	0.9	-2
CCCCOc1ccc(Cl)cc1CSc1n[nH]c(C)n1	3	6	-1	3	1	12	0.9	1	3.1	1
O=S(=O)(NCCSc1ccc(Cl)cc1)c1ccc2c(c1)OCCO2	-8	/	6	-2	0.9	-3	0.4	1	7.5	-10

Quoted from the listing:
Under bIAP inhibitor, C=C(Br)Cn1c(CCCC)nc2ccccc21 has 4
Under bIAP inhibitor, CC(C)(C)N(Cc1ccccc1)C(=O)COC(=O)c1cccc([N+](=O)[O-])c1 has -10
Under APP 5UTR inh, O=c1n(Cc2ccccc2F)c2ccccc2n1Cc1ccccc1F has -5
Under TNAP inh noacc, O=C(NCc1ccc(F)cc1)C(c1ccccc1)N(CC1CCCO1)C(=O)Cn1nnc2ccccc21 (stereo not given) has -7

Later entries.
SMILES	APP 5UTR inh	bIAP inhibitor	FLuc inh counter	TNAP inh hiacc	FLuc stim CS	Lmaj promast	bIAP activator	TNAP act hi DEA	RAM network inh	TNAP inh noacc
O=C(NNC(=O)[C@@H]1CCCC[C@@H]1C(=O)O)c1cccs1	-33	17	-2	-1	1	-4	0.8	1	0.2	-10
Cn1c(=O)c(=O)n(C)c2cc(S(=O)(=O)N3CCc4ccccc43)ccc21	-11	0	-8	-7	1.1	52*	1	1.1	6.2	-17
Cc1cc2c(C)nc(N/N=C/c3ccc(F)cc3)nc2o1	-20	1	22	4	0.8	-6	1	1	0.4	6
Cc1ccc(CCC(=O)Nc2ccc(S(N)(=O)=O)cc2)o1	-9	3	-4	-1	1	1	1	1	1.1	0
O=c1[nH]c(N/N=C/c2ccc(O)cc2)nc2ccccc12	-134	3	56*	-6	0.4	15	1	1.1	1.6	12
CC(NC(=O)Nc1nnc(C(F)(F)F)s1)(C(F)(F)F)C(F)(F)F	1	0	-2	-1	1	43	1	1	0.7	-10
CCOC(=O)c1sc(NC(=O)c2ccc(S(=O)(=O)N3CCOCC3)cc2)nc1-c1ccccc1	7	-3	-3	-2	1	48	1	1	6.5	-8
Cc1oc(C)c2c(=O)ccc3c(c12)OC(N)=C(C#N)C3c1ccc(F)cc1 (stereo not given)	1	3	-4	-2	1	60*	1	1	-1.2	-7
O=C(Oc1ccc([N+](=O)[O-])cc1)c1ccc2ccccc2n1	9	38	42	4	0.6	-3	0.6	1	-0.1	4
CCc1ccc(-n2c(O)cnc2Nc2nc(C)cc(C)n2)cc1	-8	-24	-5	-11	1	-1	1.2	1.1	-0.1	-20
COc1ccc(C(=O)/C=C/c2ccccc2F)c(OC(=O)c2ccc([N+](=O)[O-])cc2)c1	-26	19	-6	0	1.1	91*	0.8	1	7.8	14
CC(C)N(C(=S)NC1CCCCC1)c1ccccc1	-23	10	-1	-1	1	11	0.9	1	1.2	-6
FC(F)(F)c1cnc(C(c2ccccn2)c2ncn[nH]2)c(Cl)c1 (stereo not given)	26	-16	-6	-5	1.1	-12	1.2	1.1	1.3	-90

Rows are unselected. About 13% of those tested had a hit in this group.
